Compound activity (PubChem BioAssay)
HCMV antiviral = blocks human cytomegalovirus replication; HFF cells, HCMV-luciferase reporter, 72 h; hits give low values; activity change, negative = inhibition, % at 57.5 µM; 410,000 tested, 4.5% active; in the data active = activity change below about -60%; inconclusive = no clear call, values can overlap the other calls; inactive = above about -39%
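Human foreskin fibroblasts infected with luciferase-reporter HCMV at MOI 1 PFU/cell, compounds at two doses. Luciferase measured 72 h post infection; normalized to buffer-only basal and Salinomycin (10uM) controls.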
Giardia FBPA inh = blocks Giardia fructose-bisphosphate aldolase activity. A8B2U2. purified Giardia FBPA. Potency, µM (top dose mostly 59.6 µM), without a hit: at the highest dose activity, negative = inhibition, hits mostly inhibitors. 290,000 tested, 0.71% active. AID 2451; also: potency is read from the fitted curve at half-maximal effect; nearly all actives have a fitted effect of over 55% in size
Target sequence (A8B2U2 whole entry, looked up): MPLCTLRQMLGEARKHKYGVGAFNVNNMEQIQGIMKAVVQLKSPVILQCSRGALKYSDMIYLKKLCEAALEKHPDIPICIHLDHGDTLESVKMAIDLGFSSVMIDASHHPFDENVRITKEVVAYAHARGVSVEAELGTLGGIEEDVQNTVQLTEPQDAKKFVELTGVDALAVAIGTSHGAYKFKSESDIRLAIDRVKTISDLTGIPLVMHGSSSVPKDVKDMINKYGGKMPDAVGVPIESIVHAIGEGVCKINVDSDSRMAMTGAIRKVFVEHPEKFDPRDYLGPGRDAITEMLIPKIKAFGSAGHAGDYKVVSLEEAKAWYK
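40 nM FBPA preincubated 10 min at RT with compound (up to 57.5 uM final), then substrate plus GAPDH/TPI/NAD/arsenate coupling and diaphorase/resazurin added. Fluorescence read after 20 min at RT, 525/598 nm.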
HCV inh = blocks hepatitis C virus; Huh7.5.1 HCVcc-Cre infection, luciferase reporter, 44 h; Potency, µM (top dose mostly 41.8 µM), for the others: top-dose activity change, negative = inhibition, hits mostly inhibitors; 340,000 tested, 3.4% active; also: potency is read from the fitted curve at half-maximal effect
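Cells seeded at 1,000/well and cultured 4 h, then compounds added followed by HCVcc-Cre virus (~0.5 moi). After 44 h further culture, luciferase substrate was added, plates held 15 min at room temperature, and luminescence read for 15 sec.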
AmpC inh detg = AmpC beta-lactamase inhibition with detergent present. P00811. AmpC hydrolysis of nitrocefin, absorbance 480 nm, 0.01% Triton. Potency, µM (titrated, usually from 114 µM), inactives show top-dose activity change, negative = inhibition, hits mostly inhibitors. 370,000 tested, 0.041% active;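 also: potency is read from the fitted curve at half-maximal effect; 0% = no-compound wells and -100% = no-enzyme wells; nearly all actives have a fitted effect of over 25% in size; some results filed as inactive show a strong effect at the top dose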
Target sequence (P00811 whole entry, looked up): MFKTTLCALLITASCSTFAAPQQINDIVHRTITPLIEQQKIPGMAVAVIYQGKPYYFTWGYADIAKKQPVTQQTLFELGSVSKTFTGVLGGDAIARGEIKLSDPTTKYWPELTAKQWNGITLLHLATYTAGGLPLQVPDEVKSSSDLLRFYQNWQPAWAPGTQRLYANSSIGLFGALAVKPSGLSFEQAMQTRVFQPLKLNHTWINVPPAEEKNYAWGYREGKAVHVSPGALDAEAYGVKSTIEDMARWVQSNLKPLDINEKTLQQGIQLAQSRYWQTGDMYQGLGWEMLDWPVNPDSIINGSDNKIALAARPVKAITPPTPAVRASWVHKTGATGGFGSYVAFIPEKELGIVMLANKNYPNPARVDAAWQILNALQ
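20 mM phosphate pH 7.0 + 0.01% (detergent screen) or 0.0001% Triton X-100; 5.3 nM AmpC reagent; cpd preinc 15 min RT; nitrocefin (800 uM stock) to start; A480 q20 s × 4 min; Activity was normalised to no-enzyme and no-compound control wells.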
Sm TGR block = inhibitors of Schistosoma mansoni thioredoxin glutathione reductase. Q962Y6. purified TGR, DTNB reduction, TNB absorbance 405 nm. Potency, µM (titrated, usually from 114 µM), without a hit: at the highest dose activity change, negative = inhibition, usual class: inhibitors. 360,000 tested, 3% active; also: potency is read from the fitted curve at half-maximal effect; nearly all actives have a fitted effect of over 60% in size
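First, TGR (20 nM dispensed) and NADPH were mixed with compound. Second, a 15 min room-temperature incubation followed. Third, further NADPH and then DTNB were added to start the reaction. Finally, TNB absorbance was monitored kinetically.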
AmpC no deterg = inhibitors of E. coli AmpC beta-lactamase without detergent; AmpC nitrocefin hydrolysis, absorbance 480 nm, 0.0001% Triton; Potency, µM (series often up to 57.1 µM), without a hit: at the top dose activity change, negative = inhibition, usual class: inhibitors; 330,000 tested, 0.52% active;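 also: potency is read from the fitted curve at half-maximal effect; plate controls were no compound for no effect and no enzyme for full effect; nearly all actives have a fitted effect of over 20% in size; some results filed as inactive show a strong effect at the top dose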
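AmpC (5.3 nM in the dispensed reagent) in 20 mM phosphate pH 7.0 with 0.01% (detergent screen) or 0.0001% Triton X-100 was preincubated with compounds for 15 min at room temperature. Nitrocefin was then added from an 800 uM solution, and hydrolysis was followed at 480 nm.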
* hit, by the source's call; ? = inconclusive; . = no result given; & = joins results of further samples; [ ] = remark or other dose. Unless noted, calls follow the shape of the dose curve; as a rule, active = well fitted curve in the direction sought with a large enough effect; inconclusive = small, poorly fitted or top-dose-only effect, or another doubt; inactive = no such curve, though single readings can be large; an effect the other way counts as inactive or inconclusive. Unless noted, % is scaled to controls: 0 for no effect and ±100 for the full control effect.

Below each SMILES – HCMV antiviral | AmpC no deterg | HCV inh | Giardia FBPA inh | AmpC inh detg | Sm TGR block
> CC(=O)/C(C#N)=C1\NC(=O)C(Cc2ccccc2C)S1 (stereo unspecified)
  -83* | -35% | 8% | 0% | 6% | -25%
> Cn1c(-c2ccc3c(c2)OCO3)cnc1NCc1cccc(O)c1
  31 | -31% | ? | ? | 0% | -6%
> CCc1ccccc1NC(=O)Nc1cc(C(=O)NCc2cccc(F)c2)ccc1N1CCCC1
  -22 | . | . | . | 12% | 1%
> CCCn1nnnc1NCc1ccc(F)cc1
  ? | -21% | 1% | 3% | 1% | -3%
> N#CC(C#N)=C1C=C2C=C(N3CCOCC3)CCC2CC1 (stereo unspecified)
  -35 | -17%[11.4 µM] | -10% | -10% | -10% | -30%
> CN(C(=O)Cc1c(C(=O)O)n(C)c2ccccc12)c1cccc(C(F)(F)F)c1
  -27 | 50% | 28% | 17% | -2% | 11%
> CC(=O)c1cccc(NC(=O)NCCS(C)=O)c1 (stereo unspecified)
  28 | -17% | 6% | 5% | ? | 3%
> CCOC(=O)CNC(=O)Nc1cccc(Cl)c1C
  -7 | -13% | 3% | 6% | 1% | 5%
> O=C(Cc1ccccc1)N1CCCC(c2nc(-c3cccs3)no2)C1 (stereo unspecified)
  -17 | 0% | 1% | 1% | 0% | -12%
> O=C(Cn1cccn1)N1CCCC(N2CCN(c3cccc(C(F)(F)F)c3)CC2)C1 (stereo unspecified)
  -3 | 96%[activator] | . | 4% | 3% | 6%
> CSc1nc2cc(F)c(F)cc2n1C
  -12 | -12% | -7% | 5% | -18% | 2%
> CC(=O)c1ccc(N2CCN(CC(=O)Nc3ccc4c(c3)OCCO4)CC2)cc1
  55 | 17% | ? | . | 4% | 0%
> C[C@]12C[C@@H](O)[C@H](O)CC1=CCC1C2CC[C@@]2(C)C1CC[C@@H]2O (stereo partly specified)
  19 | -5% | -4% | . | . | .
> O=C(Nc1ccc([N+](=O)[O-])cc1)c1ccccc1
  41 | -42% | 11% | 0% | 3% | 6%
> Cc1ccc(S(=O)(=O)NC2=NCCCCC2)cc1
  -14 | -4% | -2% | 2% | -5% | -17%
> O=C(CSc1ccc(Cl)cc1)Nc1cc(-c2nc3ncccc3o2)ccc1Cl
  20 | -16% | 13% | 6% | -15% | 1%
> O=C(NCCC1=CCCCC1)c1cc(S(=O)(=O)N2CCCCC2)ccc1Cl
  -37 | -18% | -1% | . | -2% | -14%
> CCOC(=O)c1ccccc1NC(=O)COC(=O)C1CCN(S(=O)(=O)c2ccccc2C(=O)OC)CC1
  -14 | ? | 1%[8.37 µM] | . | -5% | 3%
> C[C@H](CO)N1C[C@H](C)[C@@H](CN(C)CC2CCCCC2)Oc2c(NC(=O)CCC(F)(F)F)cccc2C1=O
  4 | 177%[activator] | -12% | . | . | .
> Cc1nc2ccn(Cc3ccccc3)c(=O)c2cc1C(=O)N1CCN(c2ccccc2F)CC1
  18 | . | . | . | 16% | -7%
> NS(=O)(=O)c1ccc(CCNS(=O)(=O)c2ccc3c(c2)NC(=O)CO3)cc1
  0 | -15% | -5% | . | 1% | -2%
> CCN(c1cccc(C)c1)S(=O)(=O)c1ccc(-c2coc(C)n2)cc1
  0 | 5% | ? | 0% | -15% | 0%
> CC(=O)c1ccc(NC(=O)C(Cc2ccccc2)NC(=O)c2ccco2)cc1 (stereo unspecified)
  -34 | -25% | 3% | -8% | 2% | -13%
> CCC1(C)Cc2ccccc2-c2[nH][nH]c(=O)c21 (stereo unspecified)
  -15 | -30% | 13% | -24% | -2% | 7%
> Cc1ccc(S(=O)(=O)N2CC(O)CC2C(=O)O)cc1 (stereo unspecified)
  -8 | -14% | 22% | -5% | 4% | -1%
> Cc1c(N(C(=O)c2ccccn2)C2(C(=O)NC3CCCCC3)CCCCC2)c(=O)n(-c2ccccc2)n1C
  17 | 23% | -18% | 0% | 10% | 1%
> CC(=O)c1ccc(Sc2ccccn2)c([N+](=O)[O-])c1
  -8 | -8% | 14% | 1% | 0% | 8%
> O=C(Nc1ccc(F)cc1)c1ccc(S(=O)(=O)N2CCCC2)cc1
  -17 | -34% | -34% | 5% | 0% | -9%
> O=C(CSc1nnc(C2CC2)n1Cc1ccco1)NCC(F)(F)F
  26 | -14% | 2% | 9% | -9% | 35µM*
> O=C(O)c1ccc(CSc2nnc(Cc3ccccc3)o2)cc1
  17 | -13% | 15% | 15% | -1% | -3%
> CC(NC(=O)Nc1ccccc1Cl)c1ccc2c(c1)OCO2 (stereo unspecified)
  -3 | -32% | -29% | 5% | ? | -16%
> Cc1ccc(Oc2ccc(OCC(=O)Nc3ccncc3)cc2)cc1
  ? | 2% | 0% | . | . | .
> N#C/C(=C\c1ccccc1)c1n[nH]c(Cn2cncn2)n1
  -11 | -25% | 6% | -13% | 2% | -5%
> COC(=O)c1sccc1NC(=O)c1ccnn1C
  -26 | -23% | 5% | 15% | -4% | 0%
> CC(C)N(C(=O)COC(=O)c1ccc(O)cc1)C(C)C
  11 | 4µM* | 7% | 3% | -2% | 4%
> CCc1ccc(S(=O)(=O)NCc2cn3ccsc3n2)s1
  -22 | -36% | 0%&9% | -2% | -5% | 1%
> Cc1ccc(S(=O)(=O)Nc2cc(Cl)c(O)c3ncccc23)cc1
  -98* | -49% | ? | -24% | -2% | 16µM*
> O=C(Nc1cc(Cl)ccc1O)c1cc2nc(-c3ccc4c(c3)OCO4)cc(C(F)(F)F)n2n1
  -5 | . | . | . | -5% | 0%
> COc1ccc(C(=O)CSc2n[nH]c(-c3ccncc3)n2)cc1[N+](=O)[O-]
  -3 | -57% | 5% | -26% | -3% | -1%
> Cc1ccc(C(=O)N2CCCCC2)cc1NC1=C(Cl)C(=O)N(Cc2ccccc2)C1=O
  -66* | 24% | ? | . | 5% | 3%

Ordered by molar mass (high to low): three of the compounds above.
Below each SMILES – HCMV antiviral | AmpC no deterg | HCV inh | Giardia FBPA inh | AmpC inh detg | Sm TGR block
> COc1ccc(C(=O)CSc2n[nH]c(-c3ccncc3)n2)cc1[N+](=O)[O-]
  -3 | -57% | 5% | -26% | -3% | -1%
> CC(NC(=O)Nc1ccccc1Cl)c1ccc2c(c1)OCO2 (stereo unspecified)
  -3 | -32% | -29% | 5% | ? | -16%
> COC(=O)c1sccc1NC(=O)c1ccnn1C
  -26 | -23% | 5% | 15% | -4% | 0%

Further structures
Below each SMILES – HCMV antiviral | AmpC no deterg | HCV inh | Giardia FBPA inh | AmpC inh detg | Sm TGR block
> O=C(c1c[nH]c2ccccc12)C(O)C(c1ccccc1)N1CCOCC1 (stereo unspecified)
  31 | -24% | 9% | 0% | -12% | -14%
> CCN(CC)S(=O)(=O)c1ccc(-n2cnnn2)c(C)c1
  -22 | -11% | 19% | 1% | -10% | -1%
> COc1cc(NC(=O)N2CCC3(CC2)Nc2ccccc2-n2cccc23)cc(OC)c1OC
  35 | . | . | . | -8% | 1%
> N#CCCN(C(=O)COC(=O)c1cc(=O)[nH]c2ccccc12)c1ccccc1
  -6 | -2% | 10% | . | . | .
> Cc1cc(C)c(NC(=O)C2CCN(C(=O)c3ccco3)CC2)c(C)c1
  7 | -14% | 0% | 1% | -1% | -3%
> O=C(CSc1nn(-c2ccc(Cl)cc2)c(=S)s1)N1CCN(C(=O)c2ccco2)CC1
  -7 | 92%[activator] | -25% | 11% | -7% | -12%
> O=C(OCc1ccccc1)C1CCCN1C(=O)c1ccccc1[N+](=O)[O-] (stereo unspecified)
  4 | 36% | -4% | 5% | 3% | 3%
> CC(=O)CCS(=O)(=O)c1ccc(NC(C)=O)cc1
  -24 | 1% | 18% | 5% | ? | ?
> CN(C)S(=O)(=O)c1ccccc1C#N
  27 | -13% | 2% | 1% | -7% | 0%
> Cc1ccnc(SCc2cc(=O)c(OC(=O)c3ccc(S(=O)(=O)N(C)C)cc3)co2)n1
  41 | 33% | 14% | 8% | 1% | -22%
> O=C(COC(=O)c1ccc(Br)o1)NC1CCCc2ccccc21 (stereo unspecified)
  ? | -12% | 1% | . | ? | -2%
> Cc1ccc2nc(-c3cc(NC(=O)COc4ccc(C)c(C)c4)ccc3Cl)oc2c1
  49 | . | . | . | -2% | -4%
> COc1ccc(-c2noc(CN3C(=O)c4ccccc4C3=O)n2)cc1
  -10 | -10% | 0% | 0% | -14% | 3%
> Cc1ccc(S(=O)(=O)N2CCC(C(=O)N3CCC3)CC2)cc1
  7 | 4% | -2% | . | -5% | 1%
> COc1ccc(NC(=O)/C(C#N)=C/c2ccc(OCc3ccccc3F)cc2)cc1
  11 | -25% | 11% | 6% | -4% | -11%
> O=C(COc1ccc(Cl)cc1Cl)NNC(=O)c1cccnc1
  47 | -3% | 7% | . | 1% | -1%
> CC12CCC3C(CC=C4CC5(CCC43C)OCCO5)C1CCC2=O (stereo unspecified)
  31 | -13% | 12% | 6% | -14% | -8%[57.1 µM]
> Cc1nc2cc(-c3ccccc3)nn2c(C)c1CCC(=O)N1CCN(c2ccccc2)CC1
  ? | 2% | 8% | -1% | 2%&-6% | 3%&-5%
> CCN(CC)CCNC(=O)C(=O)Nc1cc2c3c(c1)CCN3C(=O)CC2
  42 | -6% | 4% | . | -1% | -1%
> Fc1ccc(CNCCc2ccccc2F)cc1
  -5 | -19% | 19% | -10% | -14% | -2%
> CCc1nc(CN(C)C(=O)C2CCC(=O)N(Cc3cccc(F)c3)C2)no1 (stereo unspecified)
  17 | 2% | 16% | 9% | ? | -20%
> COc1ccccc1-c1csc(Cc2nnc3n2CCCCC3)n1
  -2 | 24% | 22% | 4% | 1% | 4%
> O=C1NC(=S)N/C1=C/c1cccc([N+](=O)[O-])c1O
  47 | -11% | -2% | 6% | -5% | 5%
> O=C(c1cn(Cc2ccccc2)c2ccccc12)C1CC1
  93 | -15% | ? | -7% | 4% | 9%
> Cc1nc(-c2cccc(NC(=O)c3ccco3)c2)cs1
  -87* | -9% | -28% | . | 4% | -4%
> COC(=O)/C(=C/Nc1ccc(O)cc1)[N+](=O)[O-]
  21 | -22% | 27% | ? | 2% | -37%
> CCc1cccc(NC(=O)c2cc3c(=O)n(Cc4ccccc4)ccc3nc2C)c1
  -1 | . | . | . | 0% | -4%
> O=C1c2ccccc2C(Nc2ccc3c(c2)OCCO3)N1c1ccccn1 (stereo unspecified)
  -3 | -13% | -1% | -9% | 2% | -25%
> Cc1ccc[n+](CC(=O)c2ccc(-c3ccccc3)cc2)c1
  -68* | -13% | -16% | 2% | ? | -6%
> CCN(CC)C(=O)c1sc(NC(=O)c2cc(-c3ccc(C)s3)nc3ccccc23)c(C(=O)OC)c1C
  13 | -19% | -23% | -3% | -5% | -23%
> O=C(NCc1ccccn1)C1CC(c2ccccc2Cl)=NO1 (stereo unspecified)
  -36 | -20% | 9% | -1% | 3% | 0%
> COc1ccc(CCN2C(=O)NC(NC(=O)CCc3ccccc3)(C(F)(F)F)C2=O)cc1OC (stereo unspecified)
  13 | -4% | -5% | 6% | -21% | 4%
> CCOc1ccccc1NC(=S)NNS(=O)(=O)c1c(C)cc(C)cc1C
  -18 | -29% | -9% | -19% | 0% | 4%
> O=C(CCSCc1cccc(Cl)c1)NCc1ccccc1Cl
  -9 | . | . | . | 7% | 4%
